Sm TGR block – blocks Schistosoma mansoni thioredoxin glutathione reductase. Q962Y6. purified TGR, DTNB reduction, TNB absorbance 405 nm. Potency, µM (top dose mostly 114 µM), for the others: at the top dose activity change, negative = inhibition, usual class: inhibitors. actives 3% (n = 360,000); active = well fitted inhibition curve with a large enough effect; inconclusive = small, poorly fitted or top-dose-only effect; inactive = no such curve, though single readings can be large or run the other way; also: nearly all actives have a fitted effect of over 60% in size
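First, TGR (20 nM dispensed) and NADPH were mixed with compound. Second, a 15 min room-temperature incubation followed. Third, further NADPH and then DTNB were added to start the reaction. Finally, TNB absorbance was monitored kinetically.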
An asterisk follows results filed as active; ? = inconclusive; [ ] = dose if it differs, or a comment. % is scaled to controls: 0 for no effect and ±100 for the full control effect; potency is read from the fitted curve at half-maximal effect. This is a subset (hit frequency here may not be typical).

Molecule: Cc1c(CCC(=O)NCCc2ccccc2)c(=O)oc2c(C)c(O)ccc12
  Sm TGR block: 14.4%

Molecule: CCOC(=O)c1c(NC(=O)c2cc(-c3cccc(OC)c3)on2)sc2c1CCCC2
  Sm TGR block: -2.9%

Molecule: CCCCN(C)S(=O)(=O)c1ccc(C(=O)Nc2ccc(-c3nc4ccc(C)cc4s3)cc2)cc1
  Sm TGR block: 9.7%

Molecule: COC(=O)c1ccccc1NC(=O)CCc1c(C)nc2cc(-c3ccc(Cl)cc3)nn2c1C
  Sm TGR block: 12.6%

Molecule: CCC(CC)C(=O)Nc1ccc2nc(SCC(=O)N3CCOCC3)sc2c1
  Sm TGR block: 0.5%

Molecule: COc1ccc(C2=NS(=O)(=O)N(C)C(C(=O)Nc3ccc(OC(F)(F)F)cc3)=C2)cc1
  Sm TGR block: -0.5%

Molecule: O=C(CCn1c(=O)c2cccn2c2cccnc21)N1CCN(c2ccccc2F)CC1
  Sm TGR block: -8.6%

Molecule: CCOc1ccc(C(=O)NCc2nc3cccnc3n2Cc2cccc(OC)c2)cc1
  Sm TGR block: 16.3%

Molecule: O=C(NC1CCCCCC1)C1CCN(C(=O)N2CCOc3ccc(Cl)cc32)CC1
  Sm TGR block: -2.5%

Molecule: CCOc1ccccc1CN(CCc1ccc2c(c1)OCO2)Cc1cc(OC)c(OC)cc1OC
  Sm TGR block: -13.0%

Molecule: COc1cccc(-n2c(=O)c3c(C)c(C)sc3n(CC(=O)NCc3ccccc3)c2=O)c1
  Sm TGR block: 1.8%

Molecule: Cn1nccc1C(=O)NCc1ccc2c(c1)CCN2C(=O)c1ccc(Cl)cc1
  Sm TGR block: -0.2%

Molecule: Cc1cc(Br)ccc1NC(=O)C1CCN(S(=O)(=O)c2ccc(Br)s2)CC1
  Sm TGR block: 3.5%

Molecule: CCN(Cc1ccccc1)C(=O)Cn1c(=O)n(Cc2ccccc2)c(=O)c2c1c1cc(OC)ccc1n2C
  Sm TGR block: 2.8%

Molecule: COc1ccc(NC(=O)CSc2nc3ccccc3n2Cc2cccc(OC)c2)cc1
  Sm TGR block: -22.5%

Molecule: CC(Nc1ccc(-c2nc(-c3ccccn3)no2)cc1[N+](=O)[O-])c1ccccc1 (stereo unspecified)
  Sm TGR block: -10.9%

Molecule: COc1ccc(NC(=O)CC(C)S(=O)(=O)c2ccc3c(c2)NC(=O)CO3)cc1OC (stereo unspecified)
  Sm TGR block: 7.8%

Molecule: Cc1ccc(CNC(=O)c2ccc3c(c2)nc(C)n3-c2cccc(F)c2)cc1
  Sm TGR block: 6.0%

Molecule: CCOC(=O)c1ccc(NC(=O)Cn2c(=O)cc(C)c3c(C)nn(-c4cccc(F)c4)c32)cc1
  Sm TGR block: 17.8%

Molecule: COc1ccc(OC)c(Nc2nc3ccccc3nc2-n2nc(C)cc2C)c1
  Sm TGR block: 9.8%

Molecule: O=C(COc1ccccc1Cl)Nc1ccccc1OCc1cc(=O)n2ccccc2n1
  Sm TGR block: -0.1%

Molecule: Cc1nn(C)c(C)c1S(=O)(=O)N(CC(=O)NCCc1ccc(Cl)cc1)c1ccc(C(C)C)cc1
  Sm TGR block: 3.3%

Molecule: Cc1nc(-c2cccc(F)c2)sc1CCNC(=O)Cc1ccc(F)cc1
  Sm TGR block: -6.5%

Molecule: CCOCCCNC(=O)c1[nH]c2cc(OC)ccc2c1Sc1ccccc1
  Sm TGR block: 0.0%

Molecule: CC(C)c1ccc(NC(=O)c2ccc(F)c(S(=O)(=O)N3CCN(c4ccccc4F)CC3)c2)cc1
  Sm TGR block: -0.8%

Molecule: CCCOc1ccc(-c2nonc2NC(=O)c2oc3ccc(Cl)cc3c2C)cc1OCCC
  Sm TGR block: 0.3%

Molecule: Cc1cccc(-c2noc(C3CC(=O)N(c4ccc5c(c4)OCCO5)C3)n2)c1 (stereo unspecified)
  Sm TGR block: 0.1%

Molecule: Cc1ccc(C(=O)CSc2nnc3ccc4ccccc4n23)cc1
  Sm TGR block: -6.9%

Molecule: Cc1cccc(N(C)c2nc3ccccc3c3nnc(C)n23)c1
  Sm TGR block: 7.6%

Molecule: COc1cc(C(=O)NCC(c2ccc3c(c2)OCO3)N2CCOCC2)cc(OC)c1OC (stereo unspecified)
  Sm TGR block: 3.7%

Molecule: Cc1cccc(NC(=O)C(=O)NCC(c2ccc3c(c2)OCO3)N2CCN(C)CC2)c1C (stereo unspecified)
  Sm TGR block: 37.5%[activator]

Molecule: Cc1ccc(NC(=O)Nc2nnc(SCC(=O)Nc3ccc(F)cc3F)s2)cc1
  Sm TGR block: 10.7%

Molecule: CCC(C)NC(=O)CCc1c(C)nc2c(c(C)nn2-c2ccc(C)cc2)c1C (stereo unspecified)
  Sm TGR block: 0.7%

Molecule: CCOc1ccc(CNC(=O)c2cc3c(=O)oc4ccc(C)cc4c3s2)cc1
  Sm TGR block: 1.2%

Molecule: O=C(Nc1ccc(F)cc1)N1CCN(C(=O)c2nsc3ccccc23)CC1
  Sm TGR block: -11.8%

Molecule: O=C(Nc1ccc(N2CCN(c3ccc(F)cc3)CC2)c(C(=O)O)c1)c1ccccc1F
  Sm TGR block: 6.5%

Molecule: CCc1ccccc1NC(=O)Cn1nnc(C(=O)NCc2ccco2)c1N
  Sm TGR block: -0.3%

Molecule: COc1ccc(-c2nc(-c3ccccc3)c(-c3ccc(F)cc3)[nH]2)c(OC)c1C
  Sm TGR block: -2.2%

Molecule: COc1ccccc1C(=O)Nc1nc2nc(C)cc(=O)n2[nH]1
  Sm TGR block: 8.5%

Molecule: Cc1cc2nc(-c3cccc(NC(=O)c4cccc5ccccc45)c3)oc2cc1C
  Sm TGR block: 5.9%

Molecule: Fc1ccc(N2CCN(c3ncnc4onc(-c5ccc(Cl)cc5)c34)CC2)cc1
  Sm TGR block: 5.2%

Molecule: O=C(CSc1nc2ccccc2nc1Cc1ccc(Cl)cc1)N1CCN(c2ccccc2)CC1
  Sm TGR block: 2.7%

Molecule: COc1ccc(S(=O)(=O)Nc2cc(S(=O)(=O)c3ccccc3)c(O)c(C)c2C)cc1
  Sm TGR block: ?

Molecule: CC(C)(C)OC(=O)N1CCC(c2c(C(=O)NCCCN3CCc4ccccc4C3)cnn2-c2ccccc2)CC1
  Sm TGR block: 0.1%

Molecule: O=C(CSc1nc(=O)n(CCN2CCOCC2)c2c1CCC2)Nc1cccc(Cl)c1
  Sm TGR block: 6.8%

Molecule: COc1ccc(CNC(=O)c2cc3c(-c4ccc(Cl)cc4)nn(C)c3s2)cc1
  Sm TGR block: 9.3%

Molecule: CCCOc1ccc(-c2nonc2NC(=O)c2cc(OC)c(OC)c(OC)c2)cc1OCCC
  Sm TGR block: -2.2%

Molecule: Cc1cc(C)n(CCc2nc3c4ccccc4nc(SCc4ccc(Cl)cc4)n3n2)n1
  Sm TGR block: 5.0%

Molecule: O=C(Nc1ccc(F)c(Cl)c1)C1CCN(C(=O)c2ccc(F)cc2)CC1
  Sm TGR block: 5.2%

Molecule: CC(=O)c1cccc(NS(=O)(=O)c2c(C(=O)N3CCCCCC3)c(C)n(C)c2C)c1
  Sm TGR block: -6.6%

Molecule: Cc1ccc2oc3c(c(=O)c2c1)C(c1ccccc1F)N(c1ccccn1)C3=O (stereo unspecified)
  Sm TGR block: -0.2%

Molecule: COc1cc(C2C(C(=O)Nc3ccccc3)=C(C)Nc3nnnn32)cc(OC)c1OC (stereo unspecified)
  Sm TGR block: -0.1%

Molecule: CC(C)c1ccc(NC(=O)c2ccc3c(O)c(S(=O)(=O)c4ccccc4)c(=O)[nH]c3c2)cc1
  Sm TGR block: 8.6%

Molecule: Cc1cc(C)c2c(-n3cccc3)c(C(=O)NCCCN3CCCCC3)sc2n1
  Sm TGR block: -5.1%

Molecule: O=C(Nc1ccc(Cl)cc1)C1CCN(c2nc3ccccc3n3cccc23)CC1
  Sm TGR block: -7.4%

Molecule: O=C(CSc1nnc(CNC(=O)c2ccccc2F)n1-c1ccccc1)Nc1ccccc1F
  Sm TGR block: 8.1%

Molecule: CCOC(=O)c1cccc(NC(=O)Cn2c(=O)nc(-c3ccccc3)c3ccccc32)c1
  Sm TGR block: -0.7%

Molecule: Cc1ccc(-n2ncc3c(N4CCCCCC4)ncnc32)cc1C
  Sm TGR block: 4.6%

Molecule: Cc1oc(-c2cccc(Cl)c2)nc1CN1CCCC(C(=O)N2CCN(c3ccc(F)cc3)CC2)C1 (stereo unspecified)
  Sm TGR block: 1.2%

Molecule: O=C(Nc1cccc(C(F)(F)F)c1)C1CCCN(S(=O)(=O)c2cccc3nsnc23)C1 (stereo unspecified)
  Sm TGR block: -2.0%

Molecule: CCCOc1ccc(CNC(=O)CCCn2nc(C)c3sc4ccccc4c3c2=O)cc1
  Sm TGR block: 39.1%[activator]

Molecule: O=C(COC(=O)c1cc(-c2cccs2)nc2ccccc12)c1ccccc1
  Sm TGR block: -5.2%

Molecule: COc1ccc(Nc2cc(C)c3cc(NC(=O)Cc4ccc(Cl)cc4)ccc3n2)cc1
  Sm TGR block: 4.2%

Molecule: COc1ccc(OC)c(S(=O)(=O)N2Cc3ccccc3CC2C(=O)Nc2ccc(Cl)cc2)c1 (stereo unspecified)
  Sm TGR block: 2.6%

Molecule: Cc1cccc(NC(=O)Nc2cccs2)c1C
  Sm TGR block: -10.0%

Molecule: CCn1cc(C(=O)Nc2ccc(C(C)C)cc2)c2cc(OC)c(OC)cc2c1=O
  Sm TGR block: 1.0%

Molecule: CCc1ccc(NC(=O)CSc2nc3c([nH]c4ccccc43)c(=O)n2C)cc1
  Sm TGR block: 1.6%

Molecule: COCCCNC(=O)C1CCCN(c2nn3cc(-c4ccc(C)cc4)nc3s2)C1 (stereo unspecified)
  Sm TGR block: -2.9%

Molecule: CC(C)c1ccc(NC(=O)CSC2=Nc3ccccc3C3=NC(CCC(=O)NCc4ccco4)C(=O)N23)cc1 (stereo unspecified)
  Sm TGR block: -3.1%

Molecule: COC(=O)c1ccccc1NC(=O)CSc1nc2ccccc2nc1Cc1ccccc1OC
  Sm TGR block: 0.0%

Molecule: Cc1ccc(C(=O)n2nc(C)c(S(=O)(=O)N3CCCCCC3)c2C)cc1C
  Sm TGR block: 1.3%

Molecule: CN1CCN(C(=O)Cn2c(-c3cccs3)cc3ccccc32)CC1
  Sm TGR block: 7.0%

Molecule: Cc1ccc2c(c1)NC(=O)c1cccnc1O2
  Sm TGR block: 0.8%

Molecule: Cc1ccccc1CCNC(=O)c1ccc(NC(=O)N2CC(C)Sc3ccccc32)cc1 (stereo unspecified)
  Sm TGR block: 1.4%

Molecule: Cc1nn(-c2ccccc2)c(OC(=O)c2ccccc2Br)c1S(=O)(=O)c1ccccc1
  Sm TGR block: -14.5%

Structures above that contain a thiophene ring, fused or not:
Molecule: CCOC(=O)c1c(NC(=O)c2cc(-c3cccc(OC)c3)on2)sc2c1CCCC2
  Sm TGR block: -2.9%

Molecule: COc1cccc(-n2c(=O)c3c(C)c(C)sc3n(CC(=O)NCc3ccccc3)c2=O)c1
  Sm TGR block: 1.8%

Molecule: Cc1cc(Br)ccc1NC(=O)C1CCN(S(=O)(=O)c2ccc(Br)s2)CC1
  Sm TGR block: 3.5%

Molecule: CCOc1ccc(CNC(=O)c2cc3c(=O)oc4ccc(C)cc4c3s2)cc1
  Sm TGR block: 1.2%

Molecule: COc1ccc(CNC(=O)c2cc3c(-c4ccc(Cl)cc4)nn(C)c3s2)cc1
  Sm TGR block: 9.3%

Molecule: Cc1cc(C)c2c(-n3cccc3)c(C(=O)NCCCN3CCCCC3)sc2n1
  Sm TGR block: -5.1%

Molecule: CCCOc1ccc(CNC(=O)CCCn2nc(C)c3sc4ccccc4c3c2=O)cc1
  Sm TGR block: 39.1%[activator]

Molecule: O=C(COC(=O)c1cc(-c2cccs2)nc2ccccc12)c1ccccc1
  Sm TGR block: -5.2%

Molecule: Cc1cccc(NC(=O)Nc2cccs2)c1C
  Sm TGR block: -10.0%

Molecule: CN1CCN(C(=O)Cn2c(-c3cccs3)cc3ccccc32)CC1
  Sm TGR block: 7.0%

Further records follow:
Molecule: CCOc1ccc(-c2cnc(NCc3cccc(Cl)c3)n2C)cc1
  Sm TGR block: -1.2%

Molecule: CCOc1ccc(N(Cc2ccccc2)C(=O)c2nc(S(C)(=O)=O)ncc2Cl)cc1
  Sm TGR block: 8.91µM*

Molecule: Cc1ccc(CNc2oc(-c3ccc(COc4ccc(Cl)cc4)o3)nc2C#N)cc1
  Sm TGR block: -4.5%

Molecule: O=C(c1cccn2c(=O)c3cc(Cl)ccc3nc12)N1CCN(c2ccccc2F)CC1
  Sm TGR block: -4.3%

Molecule: O=C(CN1CCN(Cc2ccccc2Cl)C1=O)NCCc1ccc(Cl)cc1
  Sm TGR block: -3.0%

Molecule: CCOc1ccc(CCNC(=O)CCCc2nnc3n(CC)c(=O)c4sccc4n23)cc1
  Sm TGR block: -7.1%

Molecule: CCCCN(CC)CCCNC(=O)Cn1ncc2c3ccccc3n(Cc3ccccc3F)c2c1=O
  Sm TGR block: -3.1%

Molecule: COc1ccccc1Nc1ncc2c(n1)CCN(CC(C)C)C2
  Sm TGR block: 0.4%

Molecule: CCn1cc(C(=O)NCc2ccccc2Cl)c(=O)c2cc(S(=O)(=O)N3CCc4ccccc4C3)ccc21
  Sm TGR block: -2.3%

Molecule: O=C(CSc1nnc(-c2ccncc2)n1-c1ccccc1)Nc1ccc(F)cc1
  Sm TGR block: 14.8%

Molecule: CCOc1ccc(CNC(=O)c2sc3nc(C)cc(C)c3c2-n2cccc2)cc1
  Sm TGR block: 15.8%

Molecule: Cn1c(=O)n(C)c2cc(N3CCOCC3)c(NC(=O)c3c(F)cccc3F)cc21
  Sm TGR block: -6.4%

Molecule: Cc1ccc(-c2c(C(=O)N3CCN(c4cc(Cl)ccc4C)CC3)oc(=O)c3ccccc23)cc1
  Sm TGR block: -2.0%

Molecule: O=C(CSc1nc2c([nH]c3ccccc32)c(=O)n1-c1ccc(Cl)cc1)NC1CCCCC1
  Sm TGR block: 0.6%

Screens as filed in PubChem.
